HT29 cell growth-1 = HT29 colon tumor cell growth inhibition, primary screen, imaging, high content imaging, 24 h, CellTiter-Glo (AID 770); HT29 cell number by imaging, 24 h; active compounds read high; 3,300 tested, under 10 active; growth inhibition, % at 10 µM;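 active = growth inhibition above 90% in viable cell count at a single dose; inactive = growth inhibition below 90%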
A549 NSCLC growth = A549 NSCLC cell proliferation inhibitors – ATP luminescence, human non-small cell lung line, primary screen (AID 371); A549 growth inhibition, ATP luminescence; active compounds read high; growth inhibition, % at 10 µM; 3,300 tested, 8.4% active;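 active = mean growth inhibition over the two runs of 50% or more; inactive = mean growth inhibition under 50%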;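 note: compound exposure lasted 72 h before the ATP read; 0% = untreated cell signal and 100% = no luminescence left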
AID772 = HT29 colon tumor cell growth inhibition, primary screen, imaging, high content imaging, 72 h, CellTiter-Glo (AID 772). HT29 cell growth, HCS imaging cell count, 72 h; active compounds read high. growth inhibition, % at 10 µM. 3,300 tested, 0.6% active;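 active = growth inhibition above 90%, meaning viable cell count cut by more than 90% versus vehicle controls; inactive = growth inhibition below 90%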
AID364 = cytotoxicity toward Jurkat T cells, primary screen, cell-based, Jurkat E6.1, NIH starter set (AID 364). Jurkat E6.1 viability, ATP luminescence, 48 h; higher % means a stronger effect. inhibition, % at 4 µM, or CC50 in µM where a hit was titrated. 3,300 tested, 2% active;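 active = concentration giving half-maximal inhibition at or below 20 micromolar; inactive = half-maximal concentration above 20 micromolar, or not dose tested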;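 note: 100% = cells treated with 4 µM doxorubicin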
HT29 cell growth-2 = HT29 colon tumor cell growth inhibition, primary screen, imaging, high content imaging, 48 h, CellTiter-Glo (AID 771) | HT29 cell growth, HCS imaging cell count, 48 h; active compounds read high | growth inhibition, % at 10 µM | 3,300 tested, 2% active;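 active = growth inhibition above 90%, meaning viable cell count by imaging cut by more than 90% versus vehicle controls; inactive = growth inhibition below 90%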;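 note: percent fewer viable cells counted by imaging than vehicle controls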
HT29 cell growth-1 condensed nuclei = second read-out of HT29 cell growth-1, no call of its own (marks repeat the call); condensed nuclei, %; measured here: percent cells with condensed nuclei;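 share of cells whose nuclear area falls below control median minus 1.5 SD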
HT29 cell growth-1 ATP viability = recorded beside HT29 cell growth-1, whose call it bears; growth inhibition, %; measured here: ATP CellTiter-Glo viability
HT29 cell growth-2 condensed nuclei = also measured in HT29 cell growth-2; calls as there; condensed nuclei, %; measured here: percent cells with condensed nuclei;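 condensed means Hoechst nuclear area under control median minus 1.5 SD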
HT29 cell growth-2 ATP viability = recorded beside HT29 cell growth-2, whose call it bears; growth inhibition, %; measured here: ATP CellTiter-Glo viability inhibition
AID772 condensed nuclei = recorded beside AID772, whose call it bears; condensed nuclei, %; measured here: percent cells with condensed nuclei;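 condensed means nuclear area below control median minus 1.5 SD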
AID772 second = further read-out of AID772, marked with its call; growth inhibition, %; measured here: ATP CellTiter-Glo viability
* hit, by the source's call; / = not tested or not shown.

structure	HT29 cell growth-1	HT29 cell growth-1 condensed nuclei	HT29 cell growth-1 ATP viability	A549 NSCLC growth	AID772	AID772 condensed nuclei	AID772 second	AID364	HT29 cell growth-2	HT29 cell growth-2 condensed nuclei	HT29 cell growth-2 ATP viability
Cc1ccc(S(=O)(=O)N2CCN(c3nc(C)c4c(c3C#N)CC(C)(C)OC4)CC2)cc1	0	2.0	32	30	47	9	76	6%	72	5.2	69
COc1ccc(-c2cc(=O)[nH]c(=O)[nH]2)cc1	13	1.9	2	2	36	19	22	-1%	-11	2.1	-4
O=C(O)CCSc1ccc2ccccc2n1	-5	4.6	-12	1	19	8	-30	-5%	56	3.6	-10
COC(=O)c1cc(S(=O)(=O)N2CCOCC2)c(N2CCOCC2)cc1N1CCOCC1	8	3.5	-5	8	22	4	44	2%	-6	3.4	-30
CCN(CC)CCCN1C(=O)C(=O)/C(=C(/O)c2ccc(C)cc2)C1c1ccccn1 (centres undefined)	24	4.7	-6	1	-33	2	-51	-6%	24	5.5	-17
CCN(CC)CCN1C(=O)C(O)=C(C(C)=O)C1c1ccc(OC)c(OC)c1 (centres undefined)	27	1.7	-12	-2	-32	2	-9	-16%	21	3.0	-4
O=C(O)c1cc2cc(F)ccc2[nH]1	-1	4.0	-24	-13	-12	2	-17	-1%	7	3.3	/
C[N+]12CCC(CC1)C(OC(=O)C(O)(c1ccccc1)c1ccccc1)C2 (centres undefined)	5	3.2	-8	1	-80	4	-17	-9%	13	2.7	/
C=CCN(CC=C)c1nc2ccccc2nc1C(C#N)C(=O)OC(C)C (centres undefined)	16	2.0	2	23	30	4	-35	-5%	23	2.4	-9
CCCOc1ccc(Cc2nn[nH]n2)cc1	36	4.6	4	2	-18	8	17	14%	11	1.2	1
Cn1nnnc1SCC(=O)NCC(=O)c1ccccc1	15	3.6	-3	-4	5	5	3	8%	-44	3.9	-7
CNc1oc(-c2ccc(Cl)cc2)nc1C#N	-7	5.0	-7	24	-78	4	-79	0%	2	3.1	-21
N#Cc1nc(COc2ccccc2F)oc1NCCCn1ccnc1	-30	2.3	1	5	42	6	-21	-6%	-25	2.8	-1
COc1ccccc1N1CCN(CC(O)COc2cccc3ccccc23)CC1 (centres undefined)	19	3.4	46	48	49	22	89	28%	77	7.5	/
CCOC(=O)CCc1c(C)c(C#N)c2nc3ccccc3n2c1-n1ccnc1	19	2.3	-12	6	-7	3	-11	-9%	38	3.0	4
CCOc1nc(-c2ccncc2)nc2ccccc12	35	3.0	-23	10	-29	4	-26	3%	15	3.5	-2
Cc1cccc(COc2ccc(/C(O)=C3\C(=O)C(=O)N(CCN(C)C)C3c3ccncc3)cc2)c1 (centres undefined)	5	3.7	-16	4	-16	6	-49	6%	20	1.6	-13
COC(=O)CN(c1nc(C)c(Cl)c(OC)n1)S(=O)(=O)c1ccc(C)cc1	17	3.1	-3	30	-14	6	-35	-2%	33	2.4	12
COc1cc(C2Nc3cccc4cccc(c34)N2)cc(OC)c1OC(C)=O	0	2.2	-8	68*	-68	5	-27	12%	-20	1.6	-11
COC(=O)CC1SC(=O)NC1=O (centres undefined)	-4	2.5	-10	0	-1	5	-13	-2%	-9	1.6	-9
CC(C)(C)c1ccc(O)c(N)c1	25	2.7	2	3	-69	3	-36	3%	25	2.5	2
COCCOC(=O)C1=C(C)OC(N)=C(C#N)C1c1ccco1 (centres undefined)	13	3.3	2	1	-26	13	-1	-12%	19	3.0	-10
O=C(Oc1ccccc1)c1c(Cl)cccc1P(=O)(O)O	-26	3.9	-1	-1	1	4	6	-2%	10	3.5	-11
CCC(=O)c1ccc(O)cc1	-47	2.5	-29	5	0	4	-20	1%	-38	3.0	/
COC(=O)C1=C(C)N=C2SC(C)C(=O)N2C1c1ccc(C(=O)OC)cc1 (centres undefined)	-31	3.6	-1	4	-44	6	-32	-12%	-3	2.8	-16
c1csc(Cc2nn3c(-c4ccncc4)nnc3s2)c1	2	2.6	1	6	-4	4	-22	1%	28	3.4	-2
CCOc1ccc(C2=Nn3c(nnc3-c3cccnc3)SC2)cc1	26	5.7	-6	22	-63	5	-59	2%	13	3.6	-6
Cc1cc(C(F)(F)F)nn1CC(=O)NCC1CCCO1 (centres undefined)	-22	2.5	-9	4	-6	6	-24	-12%	-16	4.3	-4
CCOC(=O)c1c(CN2CCCCC2)oc2ccc(OC)cc12	5	3.2	-7	5	28	4	24	-2%	-6	4.4	-21
CSc1nc2sc3c(c2c2nnnn12)CCCC3	1	3.9	6	30	38	3	9	4%	21	4.4	15
O=c1c(-c2ccc3c(c2)OCCO3)c(C(F)(F)F)oc2cc(O)cc(O)c12	34	4.8	-4	71*	14	2	-14	1%	40	3.2	5
C[C@]12CC[C@@H]3c4ccc(O)cc4CC[C@H]3[C@@H]1CC[C@@H]2OC(=O)CCC(=O)O	-6	5.4	-27	15	-32	2	-34	-8%	-34	0.8	/
C=CCn1c(SCC(=O)OC)nc2sc3c(c2c1=O)CCN(C)C3	-2	2.9	-4	1	14	1	-7	-8%	15	7.7	-4
CS(=O)(=O)c1ccc2nc(NC(NC(=O)c3ccco3)(C(F)(F)F)C(F)(F)F)sc2c1	-2	1.4	-5	30	-8	3	-13	-7%	-4	1.0	-10
COc1ccc(-c2cc3nc4n(c(=O)c3s2)CCOC4)cc1	-25	2.6	-9	15	-89	3	-36	5%	2	1.5	-8
Cc1ccc(C2/C(=C(/O)c3cnn(-c4ccccc4)c3C)C(=O)C(=O)N2CCN2CCOCC2)o1 (centres undefined)	25	3.7	-10	4	-42	6	-16	-2%	49	0.8	-7
COc1cc(OC)cc(C(=O)N2CCC(N3CCN(c4ccccc4)CC3)CC2)c1	16	4.6	7	31	28	2	4	3%	35	4.9	29
CC1(C)Cc2c(C#N)c(SCC(=O)c3ccccc3)nc(N3CCCC3)c2CO1	-62	2.1	-12	9	-45	2	-58	8%	-5	3.1	-25
CCCOc1ccc(C2NC(=O)NC2=O)cc1 (centres undefined)	11	16	-12	3	5	10	-2	8%	24	3.9	-42
C/C=C/c1ccccc1OCc1ccc(C(=O)O)o1	-10	1.6	-7	6	-17	4	-29	-5%	7	11	-11

Reprinted at random: 3 compounds from above
structure	HT29 cell growth-1	HT29 cell growth-1 condensed nuclei	HT29 cell growth-1 ATP viability	A549 NSCLC growth	AID772	AID772 condensed nuclei	AID772 second	AID364	HT29 cell growth-2	HT29 cell growth-2 condensed nuclei	HT29 cell growth-2 ATP viability
CCCOc1ccc(C2NC(=O)NC2=O)cc1 (centres undefined)	11	16	-12	3	5	10	-2	8%	24	3.9	-42
C/C=C/c1ccccc1OCc1ccc(C(=O)O)o1	-10	1.6	-7	6	-17	4	-29	-5%	7	11	-11
COc1cc(OC)cc(C(=O)N2CCC(N3CCN(c4ccccc4)CC3)CC2)c1	16	4.6	7	31	28	2	4	3%	35	4.9	29

Next section
structure	HT29 cell growth-1	HT29 cell growth-1 condensed nuclei	HT29 cell growth-1 ATP viability	A549 NSCLC growth	AID772	AID772 condensed nuclei	AID772 second	AID364	HT29 cell growth-2	HT29 cell growth-2 condensed nuclei	HT29 cell growth-2 ATP viability
CC(=O)C1=C(O)C(=O)N(c2ccc(C(=O)O)cc2)C1c1ccccc1 (centres undefined)	22	2.9	5	3	-93	4	-75	6%	-3	2.0	-19
c1cncc(-c2nnc3sc(C4CCCCC4)nn23)c1	-2	3.2	7	25	0	3	1	1%	38	0.7	12
O=C(NCc1ccccn1)c1ccc(=O)oc1	4	2.3	-11	2	4	2	-37	4%	32	3.1	5
CCCc1nnc(SCc2ccc(OCC)cc2)n1N	2	3.0	-8	-7	70	15	16	3%	34	2.0	0
CC(=O)Nc1cnc2ccccc2n1	-2	2.2	5	-6	48	13	13	-2%	34	3.6	8
O=C(NCCO)c1cccc2c1C(=O)c1ccccc1-2	-15	2.8	-12	11	35	2	7	7%	-17	0.5	-7
O=S(CCc1ccncc1)Cc1ccccc1 (centres undefined)	-2	2.5	-19	2	-4	4	-27	-5%	-5	2.8	-19
C=C(C)CN1CCN(c2c(CCC#N)c(C)c(C#N)c3nc4ccccc4n23)CC1	-1	3.9	-3	26	-19	3	4	11%	22	8.7	0
COc1cccc(-c2nnc3sc(-c4ccc(Cl)cc4)nn23)c1	-6	2.8	0	16	-127	9	-47	7%	25	1.7	-1
Oc1ccccc1CNn1cnnc1	-15	3.8	-11	7	-26	3	-51	0%	-58	1.3	-23
CC(C)OC(=O)CC1=NC(=O)CS1	-22	3.7	-9	-2	-68	3	-30	1%	-37	1.8	-18
COC(=O)c1ccc(Cn2cnc3c(sc4nc(N5CCOCC5)c5c(c43)CCCC5)c2=O)o1	7	2.6	-15	16	4	4	-15	1%	34	1.6	-7
Cc1cccc(C)c1OCC(=O)Nc1cccc(-c2nnc(-c3ccccc3)o2)c1	49	6.8	34	53*	6	10	11	12%	45	2.9	30
O=C1OC(c2ccc(O)cc2)(c2ccc(O)cc2)c2ccccc21	-1	2.0	-7	46	-4	2	-4	2%	-63	2.6	/
CCOC(=O)CSc1nnc2n(Cc3ccccc3)c(=O)c3c4c(sc3n12)CCC4	-21	2.6	-9	3	18	17	-6	-6%	20	1.6	-16
CCCCOc1nc2ccccc2nc1C(C#N)C(=O)NC1CCCCC1 (centres undefined)	-12	2.3	-9	14	20	3	2	-8%	-62	2.0	-35
C/C(=N\O)C1(C)N(O)C(C)(C)C(c2ccco2)=[N+]1[O-] (centres undefined)	21	5.3	-1	3	32	2	21	0%	20	3.9	2
CC(=O)C1=C(O)C(=O)N(c2cccc(C(=O)O)c2)C1c1ccccc1F (centres undefined)	5	1.6	-2	4	7	3	-25	6%	5	2.0	-16
CN1CCc2c(c3c(n2C)CCN(C)[C@@H]3c2cccnc2)[C@H]1c1cccnc1	21	3.6	4	6	35	16	7	5%	0	2.2	-16
CNCCC(Oc1ccc(C(F)(F)F)cc1)c1ccccc1 (centres undefined)	32	6.0	19	91*	42	22	95	7%	99*	23*	/
CCCCn1c(C)cc2cc(O)ccc21	13	3.2	4	9	-5	9	-7	-4%	46	1.6	27
CCOC(=O)c1cc2c(=O)n3ccccc3nc2n(Cc2ccccc2Cl)c1=N	37	6.0	3	53*	-47	3	-62	-6%	7	6.1	-21
COC(=O)c1c(NC(=O)c2nn(C)cc2Cl)sc2c1CCCC2	22	2.2	26	29	54	19	65	8%	77	4.6	59
COc1ccccc1N=Cc1nc(-c2ccccc2)oc1OC(C)=O	-20	2.6	-10	52*	-39	2	-21	0%	-9	1.7	-21
CCOc1ccc2c(C)nc(NC3=NC(C)(C)C=C(C)N3)nc2c1	18	3.5	17	72*	66	25	92	4%	84	20	74

Arranged by formula weight (highest first): part of the list above
structure	HT29 cell growth-1	HT29 cell growth-1 condensed nuclei	HT29 cell growth-1 ATP viability	A549 NSCLC growth	AID772	AID772 condensed nuclei	AID772 second	AID364	HT29 cell growth-2	HT29 cell growth-2 condensed nuclei	HT29 cell growth-2 ATP viability
COC(=O)c1c(NC(=O)c2nn(C)cc2Cl)sc2c1CCCC2	22	2.2	26	29	54	19	65	8%	77	4.6	59
COc1ccccc1N=Cc1nc(-c2ccccc2)oc1OC(C)=O	-20	2.6	-10	52*	-39	2	-21	0%	-9	1.7	-21
CCOc1ccc2c(C)nc(NC3=NC(C)(C)C=C(C)N3)nc2c1	18	3.5	17	72*	66	25	92	4%	84	20	74
CNCCC(Oc1ccc(C(F)(F)F)cc1)c1ccccc1 (centres undefined)	32	6.0	19	91*	42	22	95	7%	99*	23*	/
C/C(=N\O)C1(C)N(O)C(C)(C)C(c2ccco2)=[N+]1[O-] (centres undefined)	21	5.3	-1	3	32	2	21	0%	20	3.9	2
CCCCn1c(C)cc2cc(O)ccc21	13	3.2	4	9	-5	9	-7	-4%	46	1.6	27

A portion of the library, so the mix of outcomes need not match the whole.
